Fam108B counter – mouse Fam108B serine hydrolase inhibitors, primary screen, counter-screen for RBBP9 inhibitor project, biochemical, fluorescence polarization. AID 1947, 2009. hit rate 0.33% among 300,000. inhibition, % at 9.51 µM. recombinant Fam108B, FP-Rh probe fluorescence polarization;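 active = inhibition above the screen mean inhibition plus 3 SD, computed separately per campaign, cut at about 18% in these data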;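 note: inhibitors lower polarization as less probe binds the enzyme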
GSTO1 counter – inhibitors of recombinant GSTO1, primary screen, counter-screen for RBBP9 inhibitor project, biochemical, fluorescence polarization; Glutathione S-transferase omega-1 (Homo sapiens), P78417; activity-based probe fluorescence polarization; inhibition, % at 5.96 µM; hit rate 1.1% among 300,000; AID 1974, 2009;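 active = inhibition above the campaign mean inhibition plus 3 SD, cut at about 35% in these data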;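 note: 0% = GSTO1-1 with DMSO and 100% = wells lacking GSTO1-1 enzyme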
Target sequence (P78417 whole entry, looked up): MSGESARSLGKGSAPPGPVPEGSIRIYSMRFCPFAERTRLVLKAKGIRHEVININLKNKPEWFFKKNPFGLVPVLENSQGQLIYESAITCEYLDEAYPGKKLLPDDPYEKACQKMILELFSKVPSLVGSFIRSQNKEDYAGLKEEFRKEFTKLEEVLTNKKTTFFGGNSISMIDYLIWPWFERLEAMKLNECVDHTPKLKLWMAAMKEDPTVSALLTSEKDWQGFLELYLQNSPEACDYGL
PAFAH1B2 inh – PAFAH1B2 enzyme inhibitors, primary screen, biochemical, fluorescence polarization, human; Platelet-activating factor acetylhydrolase IB subunit alpha2 (Homo sapiens), P68402; recombinant PAFAH1B2, FP-rhodamine activity probe; inhibition, % at 3.39 µM; hit rate 1.2% among 340,000;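 active = inhibition above the mean of all tested compounds plus 3 SD, cut at about 24% in these data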;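 note: 0% = enzyme with DMSO and 100% = wells lacking PAFAH1B2; many of its hits are not listed in these tables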
Target sequence (P68402 whole entry, looked up): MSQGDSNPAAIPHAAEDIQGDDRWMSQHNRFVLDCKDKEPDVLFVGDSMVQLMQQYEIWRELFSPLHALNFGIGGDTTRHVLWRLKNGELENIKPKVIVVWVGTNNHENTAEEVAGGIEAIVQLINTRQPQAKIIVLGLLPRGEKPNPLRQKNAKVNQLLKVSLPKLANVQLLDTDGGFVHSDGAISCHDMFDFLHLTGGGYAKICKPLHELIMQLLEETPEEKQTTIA
PAFAH1B3 inh – PAFAH1B3 enzyme inhibitors, primary screen, biochemical, fluorescence polarization, human; Platelet-activating factor acetylhydrolase IB subunit alpha1 (Homo sapiens), Q15102; recombinant PAFAH1B3, FP-rhodamine probe; inhibition, % at 3.39 µM; hit rate 0.28% among 340,000;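 active = inhibition above the screen-wide average of all tested compounds plus 3 SD, cut at about 25% in these data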;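 note: 0% = enzyme with DMSO only and 100% = wells lacking PAFAH1B3 protein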
Target sequence (Q15102 whole entry, looked up): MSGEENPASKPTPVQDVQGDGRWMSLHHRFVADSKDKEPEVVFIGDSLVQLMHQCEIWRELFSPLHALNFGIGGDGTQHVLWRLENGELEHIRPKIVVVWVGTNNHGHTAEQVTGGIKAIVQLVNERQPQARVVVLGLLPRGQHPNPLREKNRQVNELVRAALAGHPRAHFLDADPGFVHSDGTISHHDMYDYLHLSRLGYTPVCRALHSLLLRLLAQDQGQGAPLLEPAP
PAD4 inh – human PAD4 inhibitors, primary screen, biochemical, fluorescence polarization, 1536-well format; hit rate 0.41% among 330,000; inhibition, % at 6.36 µM; Protein-arginine deiminase type-4 (Homo sapiens), Q9UM07; recombinant PAD4, RCA probe fluorescence polarization;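 active = percent inhibition above a cutoff equal to the mean of all tested compounds plus 3 SD, cut at about 15% in these data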;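 note: 0% = PAD4 with RCA probe and DMSO and 100% = probe without PAD4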
PAFAH2 FP inh – PAFAH2 enzyme inhibitors, primary screen, biochemical, fluorescence polarization, human; Platelet-activating factor acetylhydrolase 2, cytoplasmic (Homo sapiens), Q99487; recombinant PAFAH2, FP-rhodamine activity probe; inhibition, % at 3.39 µM; hit rate 0.99% among 340,000;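 active = inhibition above the mean over all tested compounds plus 3 SD, cut at about 30% in these data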;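 note: inhibitors block probe labeling of enzyme so polarization drops; 0% = enzyme with DMSO and 100% = wells lacking PAFAH2 protein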
PME-1 primary – PME-1 inhibitors via competitive probe labeling, primary screen, biochemical, fluorescence polarization, FP-Rh probe, HTS; Protein phosphatase methylesterase 1 (Homo sapiens), Q9Y570; recombinant PME-1; inhibition, % at 5.9 µM; hit rate 0.53% among 320,000;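 active = inhibition above the campaign mean of all compounds plus 3 SD, cut at about 26% in these data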;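 note: competitive labeling of PME-1 active site by serine hydrolase directed probe; 0% = PME-1 with DMSO and 100% = wells lacking PME-1 enzyme; inhibitors block probe labeling so polarization falls and inhibition rises; many of its hits are not listed in these tables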
pPAFAH inh – pPAFAH enzyme inhibitors, primary screen, biochemical, fluorescence polarization, human; inhibition, % at 3.39 µM; AID 463082, 2010; hit rate 1.5% among 330,000; recombinant pPAFAH, FP-rhodamine probe fluorescence polarization;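 active = inhibition above the mean inhibition across the screen plus 3 SD, cut at about 25% in these data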;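 note: inhibitors block binding of the rhodamine activity-based probe so polarization drops; 0% = enzyme with DMSO and 100% = wells lacking pPAFAH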
LYPLA1 counter – LYPLA1 inhibitors, primary screen, counter-screen for PME1 inhibitor project, biochemical, fluorescence polarization, FP-Rh probe ABPP | recombinant LYPLA1 | inhibition, % at 5.9 µM | hit rate 0.16% among 320,000 | AID 2174, 2009;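 active = inhibition above the mean of all tested compounds plus 3 SD, set per campaign, cut at about 14% in these data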;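 note: inhibitors block serine hydrolase probe labeling of LYPLA1 so polarization falls; 0% = enzyme with DMSO and 100% = wells lacking LYPLA1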
Target sequence (O75608 whole entry, looked up): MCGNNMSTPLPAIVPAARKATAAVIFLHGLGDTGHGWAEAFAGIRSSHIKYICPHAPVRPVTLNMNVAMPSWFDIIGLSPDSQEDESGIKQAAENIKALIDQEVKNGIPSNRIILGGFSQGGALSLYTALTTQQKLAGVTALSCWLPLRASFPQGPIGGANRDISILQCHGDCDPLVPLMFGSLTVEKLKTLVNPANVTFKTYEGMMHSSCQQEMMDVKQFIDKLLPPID
Starred values were filed as active, the others as inactive; / = no result given.

SMILES	Fam108B counter	GSTO1 counter	PAFAH1B2 inh	PAFAH1B3 inh	PAD4 inh	PAFAH2 FP inh	PME-1 primary	pPAFAH inh	LYPLA1 counter
COC(=O)N(NC(=O)C(O)(c1ccccc1)c1ccccc1)c1ccccc1	-1	-3	2	4	-4	-7	0	-4	2
CCNc1ccc(C(=O)NN=C2CCCC2)cc1[N+](=O)[O-]	2	-3	3	5	2	10	9	10	10
O=[N+]([O-])C(C1CCS(=O)(=O)C1)C1CCS(=O)(=O)C1 (stereo not drawn)	-2	4	/	/	-3	/	-4	4	-1
COc1ccc(CN2C(=O)c3cccc4cccc2c34)cc1F	-5	5	2	4	-7	0	-5	4	-3
CC(C)CC(=O)Nc1ccc2c(c1)nc(CCN1CCOCC1)n2C	1	6	-1	-3	0	-2	-6	7	-5
COC(=O)[C@@H]1CCCN1C(=O)c1ccc(OC2CCN(Cc3ccccn3)CC2)cc1	-5	0	2	4	-3	-3	-3	-4	-1
Cc1ccc(C(=O)NC2CCCc3ccccc32)cc1[N+](=O)[O-] (stereo not drawn)	1	2	-1	-2	3	-1	-4	4	1
Cc1ccc(CSc2nc3ccccc3c(=O)[nH]2)cc1	-8	-19	16	-4	0	-4	2	18	1
Cc1c(C(=O)Nc2cccc(F)c2)cnn1-c1ccccc1	-7	2	-1	0	5	-4	-3	-8	0
COc1cccc(NC(=O)c2ccc(NC(C)=O)cc2)c1	-6	-4	5	8	-2	-3	-2	1	5
COC(=O)c1ccc2c(c1)N(C)C(=O)CS2	-3	5	8	5	4	4	3	-4	-2
COc1ccc(Cl)cc1NC(=O)CN(C)C(=O)Cc1ccc2c(c1)CCC2	0	-4	-2	-5	-3	4	2	0	2
Cc1ccc(NC(=O)c2ccc3c(c2)S(=O)(=O)c2ccccc2C3=O)cc1S(=O)(=O)N1CCOCC1	0	-2	-3	2	-2	-3	-5	1	-2
COc1cccc(/C=C2\SC(=O)N(CC(=O)NCCCn3ccnc3)C2=O)c1	0	-10	4	-2	0	-4	4	-5	3
COc1ccc2[nH]c(=O)c(CN(Cc3ccc4c(c3)OCO4)C(C)=O)cc2c1	-4	4	4	0	2	-2	0	4	2
CCOc1ccc(N(C)S(=O)(=O)c2cc(-c3cc(C)no3)ccc2C)cc1	-4	4	5	6	-1	5	2	4	-1
N#CC1=C(N)Oc2cc(N)ccc2C1c1ccc(F)cc1F (stereo not drawn)	-1	-6	5	3	-13	2	-4	27*	-6
O=C(COC(=O)c1ccccc1SCC(=O)N1CCCC1)Nc1ccccc1C(F)(F)F	7	8	-4	12	8	25	-2	2	0
O=C(c1cnn2c1NC(c1ccc(Br)cc1)CC2C(F)(F)F)N1CCN2CCCC2C1 (stereo not drawn)	1	1	5	-7	-3	2	0	5	-1
O=C(N/N=C/c1cccc([N+](=O)[O-])c1)c1cccs1	2	-5	1	4	-4	7	-4	6	-1

Exported comma-delimited: entries from further up
compound,Fam108B counter,GSTO1 counter,PAFAH1B2 inh,PAFAH1B3 inh,PAD4 inh,PAFAH2 FP inh,PME-1 primary,pPAFAH inh,LYPLA1 counter
COC(=O)N(NC(=O)C(O)(c1ccccc1)c1ccccc1)c1ccccc1,-1,-3,2,4,-4,-7,0,-4,2
CCNc1ccc(C(=O)NN=C2CCCC2)cc1[N+](=O)[O-],2,-3,3,5,2,10,9,10,10

(listing goes on)
SMILES	Fam108B counter	GSTO1 counter	PAFAH1B2 inh	PAFAH1B3 inh	PAD4 inh	PAFAH2 FP inh	PME-1 primary	pPAFAH inh	LYPLA1 counter
CN(Cc1ccon1)Cc1cn(C)nc1-c1ccc(Oc2ccccc2)cc1	1	2	4	-4	-1	0	-4	9	1
CCOC(=O)c1ccc(N=Nc2c(C)[nH]n(-c3ccccc3)c2=O)cc1	0	3	1	11	6	1	2	9	0
NC(=O)CSc1nc2ccccc2c(=O)n1Cc1ccccc1	-4	-1	4	8	-1	-6	1	3	-4
CCC(CO)NS(=O)(=O)c1cc(-c2nn(C)c(=O)c3ccccc23)ccc1C (stereo not drawn)	0	2	-4	4	0	2	-3	3	6
Cc1ccc(C(=O)N2CCN(c3ccc(NC(=O)c4ccc(Br)o4)cc3)CC2)cc1	2	-1	1	1	-5	1	7	8	-2
O=C(Cn1cnc2cc([N+](=O)[O-])ccc2c1=O)NC(=O)NCc1ccccc1	-2	6	1	1	-4	3	6	12	-3
CC(C)Oc1ccc(C(=O)N2CCN(C(=O)c3ccco3)CC2)cc1	-7	0	5	12	-1	10	8	1	-4
Cc1ccc(-c2nc(Nc3ccc(N4CCOCC4)cc3)c3ccccc3n2)cc1	9	-1	/	/	1	/	3	20	-21
CC(C)c1nnc(NC(=O)CCC(=O)NCc2cccs2)s1	-5	2	3	10	-5	-5	-9	0	1
CCOC(=O)CSc1nnc(CSc2nc3ccccc3c(=O)[nH]2)n1-c1ccccc1	-1	-6	-1	-1	-2	-8	-2	1	2
COc1ccccc1C(=O)NNC(=O)c1cccc(Br)c1	-2	3	3	3	-3	-3	4	2	0
O=C(CSc1ccccn1)N1CCN(c2ccccc2)CC1	6	-5	-1	5	-2	1	4	-4	4
CC(=O)Nc1ccc(S(=O)(=O)N(C#N)c2nc(C)cc(C)n2)cc1	-6	5	0	5	-11	3	-9	-4	-7
CN(C(=O)COC(=O)c1ccccc1SCC(=O)N1CCCC1)c1ccccc1	-3	-3	-1	6	3	1	3	5	-1
O=C(c1ccoc1)N1CCCC(N2CCN(c3cccc(C(F)(F)F)c3)CC2)C1 (stereo not drawn)	5	2	-2	-6	-9	1	3	8	8
Cc1ccc(-c2nnc(CSc3nc4cc5c(cc4cc3C)OCO5)o2)cc1	-5	-4	3	-1	-7	-5	-2	0	1
CN(C)c1ccc(NC(=O)Cn2ncn3c(cc4ccccc43)c2=O)cc1	3	-7	1	-2	-4	0	-4	12	-4
Cc1cccc(CSCCNC(=O)CSCc2ccc([N+](=O)[O-])cc2)c1	2	3	11	13	5	6	1	15	-1
COc1ccc(CNC(=O)CCCn2nc(C)n3ccnc3c2=O)cc1	2	4	6	0	3	10	-10	4	-1
COc1ccc(/C=C/C(=O)C23CC4CC(CC(C4)C2)C3)cc1CN1CCOCC1	-2	-2	4	2	-1	19	-6	3	-2
O=C(c1cccnc1)N1CCN(CCCc2ccccc2)CC1	-2	-3	6	4	-3	-2	-9	5	2
Cc1nc2ccccn2c1C(=O)Nc1ccc(Cl)cc1	-2	10	3	-5	0	0	-1	4	0
CC(C)N1C(=O)C(=O)N(CC(=O)N(C)c2ccccc2)C1=O	/	/	2	3	2	0	-1	-1	-1
Cc1ccc(C)n1-c1ccc(C(=O)NN=C2CCCC2)cc1	2	10	3	6	-4	4	-2	4	2
O=C(NC(=S)Nc1cccc(O)c1)c1cncc(Br)c1	-2	-5	0	6	1	9	1	3	1
COCCCNC(=S)Nc1c(C)cc(C)cc1C	2	-8	1	12	3	2	8	3	2
O=C(NCCc1c[nH]c2ccccc12)C(=O)NCC(c1ccco1)N1CCN(c2ccccc2)CC1 (stereo not drawn)	2	0	4	-4	1	-2	5	2	-3
O=C1C2C3C=CC(C4CC34)C2C(=O)N1/N=C/c1ccc(-c2ccc(Cl)cc2[N+](=O)[O-])o1 (stereo not drawn)	2	1	7	14	-2	3	1	11	2
CC(C)(C)c1nnc(N/N=C/c2ccccc2)n(N)c1=O	-1	-3	0	0	-4	-6	-2	3	3
Cc1cc(C(=O)CSc2nc(N)cc(N)n2)c(C)n1-c1cccc(C(F)(F)F)c1	-1	-9	0	5	-14	-5	29*	6	-4
COc1ccc(C(=O)NCCS(=O)(=O)N(C)C2CCCCC2)cc1	5	0	2	2	-1	-2	2	-3	2
NC(=O)C1CCN(S(=O)(=O)c2cccc(C(=O)O)c2)CC1	1	7	0	7	0	-4	-3	-3	3
CC(OC(=O)C1=COCCO1)C(=O)NC1CCCCC1C (stereo not drawn)	/	/	-3	-8	-7	1	-2	-7	-1
COc1ccccc1C(=O)COC(=O)Cn1nc(C)c([N+](=O)[O-])c1C	2	0	2	9	1	-2	-3	0	-2
CN(C)c1ccc(NC(=O)Nc2csc3ccccc23)cc1	19*	13	/	/	-1	/	19	15	-16
COc1cccc(CN(C)CC(=O)Nc2cccc3ccccc23)c1	-4	2	-3	5	4	-2	0	0	-3
O=C(NC1(c2ccccc2)CC1)C1CCC(=O)N(Cc2ccc(Cl)cc2)C1 (stereo not drawn)	0	1	0	16	3	-1	2	-1	3
CC(C)(C)NC(=S)NC1CC1	1	-4	6	8	4	5	1	3	5
Cc1ccc(NC(=O)c2oc3ccccc3c2C)nc1	2	-2	-2	4	-2	-1	-17	-3	-2

Compound profiles (already shown). Values in the order: Fam108B counter, GSTO1 counter, PAFAH1B2 inh, PAFAH1B3 inh, PAD4 inh, PAFAH2 FP inh, PME-1 primary, pPAFAH inh, LYPLA1 counter
Profile of Cc1ccc(NC(=O)c2oc3ccccc3c2C)nc1 → 2, -2, -2, 4, -2, -1, -17, -3, -2
Profile of O=C(c1cnn2c1NC(c1ccc(Br)cc1)CC2C(F)(F)F)N1CCN2CCCC2C1 (stereo not drawn) → 1, 1, 5, -7, -3, 2, 0, 5, -1

Laid out differently: entries from further up.
Value order: Fam108B counter | GSTO1 counter | PAFAH1B2 inh | PAFAH1B3 inh | PAD4 inh | PAFAH2 FP inh | PME-1 primary | pPAFAH inh | LYPLA1 counter
CC(C)(C)c1nnc(N/N=C/c2ccccc2)n(N)c1=O
→ -1 | -3 | 0 | 0 | -4 | -6 | -2 | 3 | 3
Cc1cc(C(=O)CSc2nc(N)cc(N)n2)c(C)n1-c1cccc(C(F)(F)F)c1
→ -1 | -9 | 0 | 5 | -14 | -5 | 29* | 6 | -4
O=C(NC1(c2ccccc2)CC1)C1CCC(=O)N(Cc2ccc(Cl)cc2)C1 (stereo not drawn)
→ 0 | 1 | 0 | 16 | 3 | -1 | 2 | -1 | 3

This is a subset, so the mix of outcomes need not match the whole.
